# Assay outcomes (PubChem BioAssay)
# TRPN1 ag = zebrafish TRPN1 channel agonists, primary screen, cell-based, HEK293, calcium fluorescence | transient receptor potential cation channel N1 (TRPN1/NompC), Danio rerio | activation, % at 3 µM | HEK293 zebrafish TRPN1-YFP, Fluo-8 calcium fluorescence; 100% = response to 87 µM carbachol | actives 0.18% (n = 220,000);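 active = activation above its plate's cutoff, the mean activation of test wells on that plate plus 3 SD, cut at about 19% in these data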;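 note: 0% = DMSO alone and 100% = 87 µM carbachol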
#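 System: zebrafish TRPN1-YFP in HEK293 cells / Dosing: 3 µM single point / Timing: dye loading 1 h at 37 °C, then 30 min room temperature / Signal: Fluo-8 calcium fluorescence, excitation 470-495 nm, emission 515-575 nm / Read-out basis: percent activation from peak over basal fluorescence ratio, control-normalized / Control set: high carbachol 87 µM, low DMSO alone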
# NPY1 pot ag = NPY-Y1 receptor potentiators or agonists, primary screen, cell-based; NPY-Y1 expressing cells, potentiator/agonist activation; Neuropeptide Y receptor type 1 (Homo sapiens), P25929; AID 1304, 2008; actives 0.37% (n = 220,000); activation, % at 3.6 µM; in the data active = activation above about 33%, passing the limit was not always enough;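 note: cells stimulated with NPY at EC10 then isoproterenol at EC100; 0% = low agonist plus stimulus and 100% = saturating agonist plus stimulus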
# CHOP inhibitor = inhibitors of CHOP promoter induction, primary screen, cell-based, unfolded protein response, luciferase reporter. CHO-K1 CHOP-promoter luciferase, tunicamycin-induced, 15-18 h. AID 2732, 2010. actives 3.8% (n = 220,000). inhibition, % at 10 µM;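 active = compounds that reduced the stress-induced luciferase reporter signal by more than about 70% of percent inhibition, limit read from the data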;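 note: 0% = tunicamycin plus vehicle and 100% = wells without tunicamycin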
# PPC-1+TRAIL kill = compounds killing PPC-1 cancer cells with TRAIL present, primary screen, TRAIL potentiator project, ATPLite luminescence, uHTS; PPC-1 cells + TRAIL, ATPLite viability luminescence; cell killing (% activity), % at 4 µM; actives 0.41% (n = 220,000); AID 1443, 2008;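 active = cell killing above 50% in the first pass at 4 µM, then a duplicate retest at 5 µM averaging 50% or more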;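 note: plate controls were cells with TRAIL plus DMSO for no effect and medium-only wells lacking cells for full effect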
# TRPML3 agonist = human TRPML3 channel agonists, primary screen, cell-based, HEK293 TRPML3-YFP, Fluo-8 calcium fluorescence, 3 µM; Mucolipin-3 (Homo sapiens), Q8TDD5; 100% = the carbachol control signal; activation, % at 3 µM; actives 0.29% (n = 220,000); AID 1448, 2008;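 active = activation above its plate's cutoff, the mean activation of the plate's test wells plus 3 SD, cut at about 12% in these data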;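 note: 0% = DMSO only wells and 100% = carbachol wells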
# Target sequence (Q8TDD5 whole entry, looked up): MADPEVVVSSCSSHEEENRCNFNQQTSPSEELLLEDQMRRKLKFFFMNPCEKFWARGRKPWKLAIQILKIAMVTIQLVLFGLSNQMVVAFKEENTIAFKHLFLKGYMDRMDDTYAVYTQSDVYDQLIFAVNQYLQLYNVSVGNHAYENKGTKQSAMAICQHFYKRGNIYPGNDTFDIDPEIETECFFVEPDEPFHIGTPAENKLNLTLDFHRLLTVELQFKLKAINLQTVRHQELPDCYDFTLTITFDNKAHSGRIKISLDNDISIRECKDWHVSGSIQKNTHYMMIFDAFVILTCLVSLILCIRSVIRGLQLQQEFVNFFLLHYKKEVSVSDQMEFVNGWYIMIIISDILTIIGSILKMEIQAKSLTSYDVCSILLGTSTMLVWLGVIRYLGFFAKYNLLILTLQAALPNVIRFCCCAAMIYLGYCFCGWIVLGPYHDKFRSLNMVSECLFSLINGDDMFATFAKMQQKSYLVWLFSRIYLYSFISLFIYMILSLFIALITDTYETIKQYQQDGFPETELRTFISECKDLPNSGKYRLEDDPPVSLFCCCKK
#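 Test system – HEK293 line with stable expression of human TRPML3-YFP channel · Control set – carbachol 87 µM final as high control (100%), DMSO as low control (0%) · Signal – Fluo-8 calcium dye fluorescence, ex 470-495, em 515-575 nm · Incubation – 1-h 37 °C dye load, 5-s basal, 120-s post-compound reads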
# EP2 mod = EP2 receptor modulators, cAMP readout, primary screen, cell-based, HTRF cAMP, PGE2 stimulation; Prostaglandin E2 receptor EP2 subtype (Homo sapiens), P43116; EP2-expressing cells, cAMP HTRF FRET, PGE2 co-stimulation; induction, % at 25 µM; actives 0.83% (n = 260,000); AID 940, 2007;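 active = compounds whose cAMP rise, as percent of the full-agonist control response, exceeds 60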;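 note: rat C6 glioma line stably carrying human EP2 under a CMV promoter; the protocol text gives 20 µM as final concentration; 100% = response of wells given 1 µM PGE2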
# Target sequence (P43116 whole entry, looked up): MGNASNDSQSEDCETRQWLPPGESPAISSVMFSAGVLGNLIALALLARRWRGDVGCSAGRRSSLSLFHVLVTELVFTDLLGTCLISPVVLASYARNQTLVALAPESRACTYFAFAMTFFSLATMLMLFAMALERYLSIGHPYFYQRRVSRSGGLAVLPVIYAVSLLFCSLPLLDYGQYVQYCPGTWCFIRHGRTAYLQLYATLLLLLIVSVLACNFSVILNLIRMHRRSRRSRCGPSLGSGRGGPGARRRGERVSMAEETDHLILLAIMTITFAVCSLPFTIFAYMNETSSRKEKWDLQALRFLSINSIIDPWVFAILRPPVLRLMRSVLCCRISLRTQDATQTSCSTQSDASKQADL
# 14-3-3 Bad PPI = inhibitors of 14-3-3 zeta/Bad binding, primary screen, biochemical, TR-FRET, bovine 14-3-3 zeta; AID 781, 2007; inhibition, % at 21.7 µM; TR-FRET 14-3-3zeta/Dy647-pBad peptide displacement, 1 h; actives 0.71% (n = 220,000);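 active = inhibition above about 70%, limit read from the data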;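 note: 0% = full 14-3-3 plus peptide FRET controls and 100% = background without 14-3-3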
# NPY-Y1 antag = NPY-Y1 receptor antagonists, primary screen, cell-based. Neuropeptide Y receptor type 1 (Homo sapiens), P25929. HEK293-CNG Y1 cells, membrane potential fluorescence; NPY at EC95, then isoproterenol. inhibition, % at 3.6 µM. actives 1% (n = 200,000);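 active = inhibition above the campaign mean inhibition of all tested compounds plus 3 SD, cut at about 20% in these data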;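 note: 0% = DMSO wells given NPY plus isoproterenol and 100% = isoproterenol alone without NPY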
#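 Material: HEK293 cells with Y1 receptor plus CNG channel; times: compound incubation 1 h at room temperature, readout 45 min post-stimulation; signal: fluorescence, membrane potential probe; read-out basis: fluorescence ratio normalized to % inhibition between controls; benchmarks: full-block control isoproterenol-only wells, zero-block control NPY plus isoproterenol wells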
# EP2 antag = human EP2 receptor antagonists, primary screen, TR-FRET cAMP, C6 glioma cells; Prostaglandin E2 receptor EP2 subtype (Homo sapiens), P43116; C6 glioma cells expressing human EP2; cells stimulated with saturating PGE2; inhibition, % at 25 µM; actives 0.52% (n = 260,000);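 active = percent inhibition above 40 after rounding to a whole number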;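 note: rat C6 glioma host cells with rolipram phosphodiesterase inhibitor present; the protocol text gives 20 µM as final concentration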
# Starred values were filed as active, the others as inactive; / = not tested or not shown; & = joins results of further samples; [ ] = another dose, or the depositor's remark.
SMILES,TRPN1 ag,NPY1 pot ag,CHOP inhibitor,PPC-1+TRAIL kill,TRPML3 agonist,EP2 mod,14-3-3 Bad PPI,NPY-Y1 antag,EP2 antag
Cc1ccn2c(C(=O)c3ccc(Cl)cc3)cnc2c1,-0.5,2,19,5,0.3,11,6,-9,17
COC(=O)c1ccc(=O)n(Cc2ccco2)c1,0.7,9,19,-5,1.0,27,-1,1,/
CC1=Nc2cccc3cccc(c23)N1,-1.5,5,-23,5,-0.2,-5,0[fluorescence artefact?],6,2
Cc1cccc(OCc2nnc(NC(=O)Cc3cccs3)s2)c1,-0.4,-20,-20,15,0.7,17,7,0,11
Cc1cc2n(n1)C(c1ccccc1Cl)Nc1ccccc1-2 (centres undefined),-2.9,4,6,46,-1.9,41,-1,-7,8
Cc1cccc(NCC(=O)N/N=C/c2ccc(Br)cc2)c1,-1.5,-4,68,9,0.3,-49,-7,3,11
COc1cccc(NC(=S)N(CCc2c(C)[nH]c3ccccc23)Cc2cccs2)c1,-0.2,-1,40,23,0.5,-22,-2[fluorescence artefact?],-3,/
CC(C)(C)c1nnc(NC(=O)Cc2ccc(Br)cc2)s1,0.4,-11,58,25,0.5,20,-20[fluorescence artefact?],-4,13
CCS(=O)(=O)N1CCN(c2ncnc3sc(C)c(C)c23)CC1,-0.2,16,10,10,0.8,2,-7,6,1
COc1ccc(C)cc1NC(=O)COC(=O)c1ccc([N+](=O)[O-])o1,1.3,-7,-1,-21,1.1,-41,-4,-3,6
O=C(N1CCOCC1)N1c2ccccc2Sc2ccccc21,-2.0,3,30,-24,-1.0,40,-8,1,9
CCCc1[nH]nc2c1C(CCC)C(C#N)=C(N)O2 (centres undefined),0.4,7,67,4,0.1,7&-83,2,5,-1&15
CC1CCC2(CC1)NC(=O)c1ccccc1O2 (centres undefined),0.3,8,49,-16,-0.3,15,3,4,11
O=C(Nc1nccs1)c1ccc(-c2ccccc2Cl)o1,-1.9,-17,33,10,-0.8,-8&35,8[fluorescence artefact?],4,21&15
O=C(NCC1CCOCC1)c1ccc(OC2CCN(Cc3ccccn3)CC2)cc1,1.6,3,23,6,1.2,-26,-8,5,7
CCOc1ccc(-n2c(-c3ccco3)nc3c(cnn3-c3ccc(C)cc3)c2=O)cc1,1.8,-13,4,2,0.7,-15,-5,/,8
Nc1ccc(CCS(N)(=O)=O)cc1,1.1,0,42,0,0.6,-14,9[fluorescence artefact?],1,5
O=C(NCCCN1CCCC1=O)c1ccc2c(=O)n(Cc3ccco3)c(=S)[nH]c2c1,1.2,-16,21,-5,0.5,18,-1,-2,15
CC(C)(C)C1CCc2c(sc3nc(SCC(N)=O)nc(N)c23)C1 (centres undefined),-2.4,-7,-6,-6,-0.3,19,8[fluorescence artefact?],2,11
CCCCN(C)S(=O)(=O)c1ccc(C(=O)Nc2nnc(-c3cccs3)o2)cc1,-0.9,9,/,22,-0.9,11,-4,3,4
Cc1nc([N+](=O)[O-])c(SCC(N)=O)n1Cc1ccccc1,1.4,6,17,11,0.8,3,-12,-2,2
CC(OC(=O)CN1C(=O)C2CCCCC2C1=O)C(=O)Nc1ncc(Cl)cc1Cl (centres undefined),1.3,23,21,-2,0.4,33,-4,-3,2
CCOc1ccc(NC(=O)CCC(=O)O)cc1,-0.8,-4,17,18,0.5,-2,6,-2,9
COc1ccc(/C=C2\Oc3cc(OC(=O)N4CCOCC4)ccc3C2=O)c(OC)c1,2.0,1,14,17,0.4,-11,-5,/,6
O=C(c1ccccc1)C1Oc2ccccc2C2CC(c3cccs3)=NN12 (centres undefined),-1.1,2,28,-6,0.1,-7,-18,-4,0
CN(C)CCCNC(=O)c1ccc2[nH]c3ccccc3c2c1,0.2,3,1,13,-0.6,-36,-5[fluorescence artefact?],0,3
N=c1c2c(n(Cc3ccc(F)cc3)c3c1CCC3)CCCC2,1.6,31,12,12,1.1,-4,-7,8,8
C=CCN(C(=O)c1ccc(Cl)cc1)c1ccccc1C(=O)NCC(=O)O,0.7,11,5,-8,0.8,-20,-10,/,15
COc1cccc(C(=O)N2CCN(Cc3ccc4c(c3)OCO4)CC2)c1OC,-0.3,3,15,9,2.3,8,53,-3,14
COC(=O)CCC(=O)COc1ccc(OC)cc1C#N,0.3,8,-21,-4,0.0,29,12[fluorescence artefact?],0,10
CC(C)CCNC(=O)Cn1c(=O)oc2cc(S(=O)(=O)N3CC(C)CC(C)C3)ccc21 (centres undefined),-0.9,0,50,26,-0.8,4,-2,0,10
COc1ccccc1NC(=O)CN1CCN(CC(=O)Nc2ccc(F)cc2)CC1,1.6,-5,-16,11,0.1,-29,8,-9,10
O=C(Nc1ccccc1Cl)c1cc(S(=O)(=O)N2CCCCC2)ccc1N1CCOCC1,1.0,-15,9,-1,-0.1,-13,/,6,8
Cc1cc(C)n2c(SCC(=O)NC3CCCCC3)nnc2n1,3.6,-3,-4,12,1.1,17,0,-2,6
CCOc1ccc(N=Nc2cc(C(C)C)ccc2O)cc1,2.0,-14,8,7,1.1,19,4,4,11
COc1ccc(N(CC(=O)N2CCN(c3ccccc3)CC2)S(=O)(=O)c2c(C)noc2C)cc1,0.3,9,-20,20,-0.8,-6,0,0,11

# In the list so far, these have a nitro group on carbon.
SMILES,TRPN1 ag,NPY1 pot ag,CHOP inhibitor,PPC-1+TRAIL kill,TRPML3 agonist,EP2 mod,14-3-3 Bad PPI,NPY-Y1 antag,EP2 antag
COc1ccc(C)cc1NC(=O)COC(=O)c1ccc([N+](=O)[O-])o1,1.3,-7,-1,-21,1.1,-41,-4,-3,6
Cc1nc([N+](=O)[O-])c(SCC(N)=O)n1Cc1ccccc1,1.4,6,17,11,0.8,3,-12,-2,2

# Continuation:
SMILES,TRPN1 ag,NPY1 pot ag,CHOP inhibitor,PPC-1+TRAIL kill,TRPML3 agonist,EP2 mod,14-3-3 Bad PPI,NPY-Y1 antag,EP2 antag
Cc1ccccc1Cn1c(C(C)O)nc2ccccc21 (centres undefined),0.1,8,35,4,-0.3,10,-7[fluorescence artefact?],-6,-1
Cc1ccc(CC2CC(=O)N(c3ccc(Cl)cn3)C2=O)cc1 (centres undefined),-1.1,2,0,2,1.1,-65,2,8,10
Nc1c(-c2ccsc2)cnc2ncnn12,-0.2,16,-2,23,0.5,1,-16,-1,7
COCCCNC(=O)CN1C(=O)c2ccccc2C1=O,0.8,1,-2,20,0.6,2,/,-2,8
O=C(Nc1ccccc1)Nc1nccs1,1.2,-6,29,17,1.0,-1,-1,-6,7
CC(C)OC(=O)CSc1nc2ncc(Cl)cc2[nH]1,-1.7,1,61,2,-0.4,30,-5,1,11
CCOC(=O)c1sc(/N=C/c2c(C)[nH]n(-c3ccccc3)c2=O)c(C#N)c1C,-0.5,11,-22,4,0.4,-33,0,-2,/
CCc1c(C)nc2ncnn2c1N1CCCC(C(=O)NCc2ccc3c(c2)OCO3)C1 (centres undefined),0.1,-12,7,10,-0.4,24,2[fluorescence artefact?],-1,7
CCCNS(=O)(=O)c1ccc(CCC(=O)NCc2ccc3c(c2)OCO3)cc1,0.5,0,33,8,0.3,-5&6,-1,6,14&10
COc1ccc(C(=O)OC(C(=O)c2ccc(C)cc2)c2ccccc2)cc1 (centres undefined),0.8,3,59,-14,0.1,31,0,-5,3
Cc1cc(Oc2ccc(=O)n(C)n2)nc(SCCOc2ccccc2)n1,0.4,-17,24,10,0.5,17,-1,/,12
Cc1cc(N)ccc1NC(=O)c1ccccc1,-1.8,9,-8,19,0.7,4,12,-1,13
Cc1c(Br)c([N+](=O)[O-])nn1CC(=O)Nc1nccs1,-0.1,-9,-10,-25,0.3,6,-16,-1,5
Cc1cccc(NC2=NC3(CCCCC3)N=C(N)N2)c1,0.2,-15,/,/,0.6,/,/,-3,/
O=C(CCCCCn1c(=S)[nH]c2cc3c(cc2c1=O)OCO3)N1CCN(C2CCCCC2)CC1,-0.2,-25,83*,-2,-0.6,-16,8,5,/
CCOc1ccc(Cn2c(O)cc(=O)[nH]c2=O)cc1,-1.1,-19,37,1,0.2,10,7,-1,17
C=CCOC(=O)C1=C(C)NC(SCC(=O)N(CC)CC)=C(C#N)C1c1ccccc1 (centres undefined),-0.9,-12,22,5,-0.4,51,-9[fluorescence artefact?],1,/
Cc1ccc(NC(=O)c2nc[nH]c2C(=O)N2CCN(c3ccccc3)CC2)cc1,/,/,34,-6,/,-5,-6,/,16
Nc1nc(SCc2ccccc2)ns1,0.8,1,1,9,0.2,20,6,1,12
Cc1ccc2[nH]c(=O)c(CN(C(=O)c3cccc([N+](=O)[O-])c3)C(C)(C)C)cc2c1,-1.0,0,1,0,-0.8,-26,-3,/,9
CCN1C(=O)/C(=C/c2cc(C)n(C)c2C)SC1=Nc1ccc(OC)cc1,0.8,-12,64,19,0.4,-6,6,7,12
O=S(=O)(NCCN1CCCC1)c1cccc2cccnc12,0.3,14,10,3,0.7,4,-4,1,17
COc1cccc(CN(CC2CCCO2)S(=O)(=O)c2ccc(S(=O)(=O)NCC3CCCO3)cc2)c1OC (centres undefined),-0.9,-14,6,14,-0.2,-8,-15,12,8
Cc1ccc(NC(=O)Cn2cnc3c(nnn3Cc3ccc(F)cc3)c2=O)cc1,0.1,9,-20,-5,0.4,6,11,5,3
CCCCN(CCCC)CCNC(=O)c1ccc2nc(-c3ccccc3NC(C)=O)c(=O)[nH]c2c1,0.1,4,11,-8,1.3,-5,-4,-1,4
COc1ccc(C(C)=O)cc1CSc1nnc(SCc2cc(C(C)=O)ccc2OC)s1,1.8,5,19,31,0.8,-16,-1,/,6
COc1cc(CC(=O)OCC(=O)Nc2ccc([N+](=O)[O-])cc2)cc(OC)c1OC,2.5,1,13,12,1.3,-15,-5,-2,4
CCc1ccc(S(=O)(=O)NCc2cn3ccccc3n2)s1,0.5,-19,0,27,0.8,5,3,2,20
COc1ccc(OCCSc2nnc(CCNC(=O)c3ccc(OC)cc3)n2C)cc1,1.4,-4,6,-14,-0.2,-31,-11,-3,6

# Not all compounds are listed; count on the stated rates, not on these rows.
